Bioassay records from PubChem BioAssay.
M1 ag – M1 muscarinic receptor agonism. AID 626. 3% of 64,000 active. CHO-M1 cells, Fluo-4 calcium fluorescence, agonist mode; hits give high values. B-score at 10 µM;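 active means fluorescence rise, raw or as B-score row- and column-corrected plate score, outside the 99.7% band of its plate's samples, either direction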
M1 antagonist – M1 muscarinic receptor (rat) antagonism | P08482 | CHO-M1 cells, Fluo-4 calcium, ACh EC80 antagonist mode; hits give low values | B-score at 10 µM | 3.4% of 64,000 active;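 active means calcium fluorescence response, raw or row-and-column corrected B-score, differing from the plate sample mean either way at a set confidence level, mostly lower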
HER2 expr 66K – lowers expression of human Her2 kinase; P04626; SKBR-3 HER2 protein level, AlphaScreen, 18-24 h; hits give low values; HER2 level % of control, % at 10 µM; 0.69% of 65,000 active; AID 645;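 active means HER2 level under 5% of the carrier-only control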;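 further: 100% = DMSO carrier and 0% = 500 nM PU-H71 HSP90 inhibitor; lower value means stronger loss of Her2 protein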
5HT1E ag – activates the human 5-HT1E serotonin receptor; CHO 5-HT1E Ga15 NFAT-bla reporter, FRET; 0% DMSO wells, 100% control agonist wells; 0.69% of 65,000 active; activation, % at 6 µM;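 active means activation above a set limit, the screen-wide mean activation plus 3 SD, cut at about 8.5% in these data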;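 further: 100% = positive control agonist at 1 µM giving full maximal response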
Target sequence (P28566 whole entry, looked up): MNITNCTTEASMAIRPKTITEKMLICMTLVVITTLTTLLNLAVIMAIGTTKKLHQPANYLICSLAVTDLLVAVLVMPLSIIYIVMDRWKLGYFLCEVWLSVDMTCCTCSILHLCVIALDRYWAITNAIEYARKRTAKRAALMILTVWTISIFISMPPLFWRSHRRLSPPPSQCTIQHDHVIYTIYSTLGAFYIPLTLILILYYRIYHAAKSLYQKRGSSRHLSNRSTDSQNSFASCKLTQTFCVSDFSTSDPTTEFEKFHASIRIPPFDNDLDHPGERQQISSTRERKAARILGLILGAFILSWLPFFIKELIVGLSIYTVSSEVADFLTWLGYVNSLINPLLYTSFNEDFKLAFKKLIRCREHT
S1P1 ag-PAM – agonists and agonism potentiators of human S1P1 receptor. P21453. S1P1 CRE-bla cells, forskolin, beta-lactamase FRET, potentiator mode; S1P1 agonist co-added at EC20, 2 nM; 100% = saturating reference agonist, 0% = basal. activation, % at 9.5 µM. 0.57% of 56,000 active. AID 449;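 active means activation above a cutoff set at the mean activation of all tested compounds plus 3 SD, cut at about 54% in these data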;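 further: forskolin at 4 µM as EC80 and the EC20 agonist is SEW2871; 100% = SEW2871 at its EC100 plus forskolin at EC80; some compounds past the cut are filed as inactive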
Target sequence (P21453 whole entry, looked up): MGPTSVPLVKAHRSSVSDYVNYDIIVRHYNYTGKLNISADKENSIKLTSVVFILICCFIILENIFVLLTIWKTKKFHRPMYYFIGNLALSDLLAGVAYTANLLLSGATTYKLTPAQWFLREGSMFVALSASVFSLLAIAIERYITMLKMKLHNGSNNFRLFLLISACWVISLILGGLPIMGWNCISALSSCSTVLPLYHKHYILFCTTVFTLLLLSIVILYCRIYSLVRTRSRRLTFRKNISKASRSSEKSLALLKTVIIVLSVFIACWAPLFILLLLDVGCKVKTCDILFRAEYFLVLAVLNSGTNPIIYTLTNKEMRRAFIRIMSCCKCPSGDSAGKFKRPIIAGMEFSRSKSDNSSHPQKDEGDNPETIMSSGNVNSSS
5HT1E antag – 5-HT1E (human) receptor antagonism; 0.99% of 65,000 active; CHO 5-HT1E Ga15 NFAT-bla reporter, FRET, antagonist; P28566; inhibition, % at 6 µM;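 active means inhibition above a set limit, the mean inhibition across every tested compound plus 3 SD, cut at about 29% in these data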;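 further: signal is the 460 over 535 nm emission ratio of beta-lactamase substrate; 0% = agonist plus DMSO wells and 100% = wells without agonist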
HEK293 NFkB inh – inhibitors of the PMA/ionomycin-induced NF-kB reporter in HEK293 cells. 0.21% of 62,000 active. AID 465. HEK-293 NF-kB luciferase reporter, luminescence. inhibition, % at 3 µM;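 active means inhibition above the mean of all tested compounds plus 3 SD, cut at about 40% in these data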;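 further: 0% = stimulated DMSO wells and 100% = 10 µM reference inhibitor 5653914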
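Material: HEK-293 cells with stable firefly luciferase reporter driven by four HIV NF-kB elements / Also added: PMA plus ionomycin mix as NF-kB-activating stimulus / Compound dosing: 3 µM once, 0.30% DMSO / Times: 1 h pretreatment, 16 h stimulation, 37 °C / Signal: luminescence / Evaluation: per-plate % inhibition versus controls / Benchmarks: DMSO and 10 µM reference inhibitor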
Jurkat viability – reduces viability or proliferation of Jurkat cells; Jurkat E6.1 viability, ATP luminescence, 48 h; inhibition, % at 4 µM; 1.2% of 56,000 active;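 active means inhibition above the mean inhibition of all tested compounds plus 3 SD, cut at about 28% in these data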
S1P3 ag – agonists of human S1P3 receptor | Q99500 | S1P3 NFAT-BLA reporter cells, agonism, FRET ratio; relative to 1 µM S1P, basal subtracted | activation, % at 4.5 µM | 0.1% of 60,000 active | AID 373;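 active means activation above the screen-wide mean plus 3 SD, cut at about 4.5% in these data, passing the limit was not always enough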; further: some compounds called inactive have numbers as strong as hits
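Measure – % activation relative to 1 µM S1P (100%), per plate · System – stable CHO line with human S1P3, Gα16, NFAT-BLA reporter · Timing – cells plated overnight, compound 4 h 37 °C, substrate 2 h RT · Technique – fluorescent BLA substrate, ex 405 nm, em 460/535 nm ratio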
An asterisk follows results filed as active; . = not tested or not shown.

SMILES,M1 ag,M1 antagonist,S1P1 ag-PAM,HER2 expr 66K,5HT1E antag,Jurkat viability,5HT1E ag,HEK293 NFkB inh,S1P3 ag
CCOC(=O)CNc1c(-c2ccc(O)cc2)nc2ccccn12,1.9,-0.13,22,93,11,-3,-0.7,13,-0.8
N=c1sccn1CC(=O)Nc1ccccc1-c1ccccc1,0.81,-1.2,.,110,-4,.,-0.1,7,.
CC(C)CNC(=O)CSc1nnc(CN2CCCCCC2=O)n1-c1ccccn1,0.46,0.16,-45,136,-14,-3,-0.1,11,0.0
COc1ccccc1Cc1nc(-c2ccc(Br)o2)no1,-1,0.3,7,84,0,-2,-0.5,-4,0.8
CCCCOC(=O)C(C#N)c1nc2ccccc2nc1N1CCN(Cc2ccc3c(c2)OCO3)CC1 (centres undefined),14*,-0.23,-3,-55*,-9,1,1.2,15,-0.2
COc1cccc(-c2csc(N3CCN(CC(=O)Nc4ccc5c(c4)OCO5)CC3)n2)c1,-0.018,0.032,58,94,4,-5,-1.2,6,-1.4
COCCN1Cc2cccc(C(=O)Nc3ccc4c(c3)OCCO4)c2C1=O,-0.27,-0.39,-17,92,11,0,0.6,10,-0.3
CC(C)(C)NCC(=O)c1c[nH]c2ccccc12,0.39,0.92,6,43,2,.,-0.6,.,-0.4
CCOc1ccccc1C(=O)N(Cc1cccs1)C1CCS(=O)(=O)C1 (centres undefined),0.2,-0.72,-14,70,-4,2,-0.1,4,-0.9
CCOCc1cnc(C)nc1NCC(=O)c1c(C)n(C)c2ccc(OC)cc12,-1.3,0.058,-20,117,-4,1,0.4,1,-0.8
NC(=O)c1ccc(-n2nnnc2SCc2ccc(F)cc2)cc1,-0.089,-0.29,-13,84,6,4,1.5,1,-0.7
CC(C)N1C(=O)CCC1C(=O)NCc1ccccc1Cl (centres undefined),-0.49,0.2,-29,79,3,-5,-0.2,6,0.5
Cc1cccc(-n2ccnc2SCC(=O)Nc2nnc(C)s2)c1,0.098,0.00083,-5,76,0,13,1.4,2,-1.4
CCc1nnc(NC(=O)c2cc3c(s2)CCCCC3)s1,-0.27,0.64,.,94,11,.,-0.3,-33,.
CCOC(=O)C1=C(C)NC(=O)NC1c1ccc(OC(=O)c2ccco2)c(OC)c1 (centres undefined),-0.64,0.12,-6,167,-2,-4,0.3,5,0.5
CCC1Oc2ccc(C)cc2N(CC(=O)NCCN2C(C)CCCC2C)C1=O (centres undefined),0.32,-1.8,4,118,-8,-9,0.0,8,0.1
CCC1CCCCN1CCCNC(=O)c1cn(CC(C)C)c(=O)c2cc(OC)c(OC)cc12 (centres undefined),0,-1.2*,.,119,-4,.,0.1,5,.
C=CCN(C(=O)CCC(=O)O)C1CC(=O)N(c2ccc(OCCC)cc2)C1=O (centres undefined),-1.1,0.78,-1,91,-16,.,0.3,.,-0.9
Cn1cnnc1SCC(=O)c1ccc2c(c1)CCCC2,-1.1,0.48,.,93,-9,-4,0.8,4,-0.5
C/C(N)=C(/C#N)C(=O)CSc1nnc(NC(C)C)s1,0.75,-0.095,14,153,-3,-7,0.1,-2,-0.2
O=C(NCc1cccs1)C1CCC(CNS(=O)(=O)c2cccs2)CC1 (centres undefined),-0.36,1.2,.,86,7,.,-0.2,17,.
CS(=O)(=O)N1CCN(C2CCN(Cc3ccccc3)CC2)CC1,-0.28,0.072,-16,107,-12,-6,-0.4,7,-0.4
O=C(Nc1ccccc1C(F)(F)F)c1cc(-c2ccccc2O)on1,0.95,1.1,4,112,-6,89*,0.4,-18,0.4
CCCCc1nc2ccccc2n2cc3c(=O)n(C)c(=O)n(C)c3c12,-1.2,-0.0088,-52,97,-8,1,0.5,16,0.2
Cc1ccccc1S(=O)(=O)Cc1ccc(C(=O)N2CCN(c3ncccn3)CC2)o1,1.5,-0.35,5,92,-2,1,0.8,2,-1.3
O=C(Nc1nnc(-c2ccccc2Cl)o1)c1ccco1,1.7,0.73,-14,75,-1,-1,0.3,-2,-1.2
Cc1cc(C)c2c(N)c(C(=O)N3CCCCCC3)sc2n1,0.55,0.36,-2,100,-5,3,-1.1,13,-0.8
CCOC(=O)c1[nH]c(C)c(C(=O)Nc2ccccc2C)c1C,0.043,0.26,28,74,23,79*,0.0,16,-1.4
CC(C)COC(=O)C(C#N)c1nc2ccccc2nc1N1CCN(Cc2ccc3c(c2)OCO3)CC1 (centres undefined),-0.89,0.073,-12,82,4,-1,0.0,8,0.8
C=CCn1c(Sc2nnc(C)s2)nc2c1c(=O)[nH]c(=O)n2C,-0.29,0.5,-24,107,-8,-4,-0.2,2,0.8
COC(=O)CSc1nnc(-c2ccccn2)n1Cc1ccco1,-0.21,-2.2,-12,100,0,-7,-0.2,8,-0.3
CCOc1c(Br)ccc2c1sc1nc[nH]c(=O)c12,0.26,0.8,39,108,3,0,0.9,7,-1.4
COc1ccccc1N1CCN(C(=O)c2cc(-c3ccco3)on2)CC1,-0.8,0.12,13,75,0,-6,-0.6,1,-0.6
CCOC(=O)C1=C(C)OC(N)=C(C#N)C1c1ccc(OC)c(C)c1OC (centres undefined),1.2,-0.24,-17,119,-3,-7,-0.1,8,-3.4
CCC1CCCCN1c1nc(-c2ccncc2)nc2ccccc12 (centres undefined),1.2,1.3,-17,110,-18,.,1.0,.,-2.2
COc1ccc(C2=CC(c3c(C)nn(-c4ccccc4)c3Cl)n3nnnc3N2)cc1OC (centres undefined),5.5*,1.8,-4,44,-4,1,0.4,0,1.0
CCOc1ccccc1NC(=O)c1cc(CC(C)C)oc1C,-0.29,-2.4*,.,103,1,3,-1.4,10,-0.3
CCOC(=O)c1ccc(N2C(=O)C(C)=C(C)C2=O)cc1,-1,0.0089,28,106,4,12,0.4,24,-1.1
Cc1ccc(NC(=O)CCc2c(C)nc3ncnn3c2C)nc1,0.29,1.2,-9,90,2,-8,0.1,9,-0.1
COc1cccc(C2=NOC(C(=O)NC3CCCCC3)C2)c1 (centres undefined),0.022,-0.14,1,120,5,-2,-0.3,14,0.6
Cc1ccc2c(c1)N(CCCC(=O)NCc1cccnc1)C(=O)CO2,-0.31,-0.56,-24,80,10,-11,-0.4,8,-0.4
COc1ccc2[nH]cc(C(=O)N3CCCCC3)c(=O)c2c1,0.2,-0.41,16,108,4,-6,-0.7,18,-0.2
Cc1ccc(Cn2c(-c3nonc3N)nc3ccccc32)cc1,-0.68,1.3,8,93,14,6,-0.5,15,0.5
CCNc1nc(OC)nc(Oc2ccc(=O)n(-c3ccccc3)n2)n1,1,1,.,89,6,.,0.0,17,.
N#C/C(C(=O)NCc1ccco1)=C1/SC(Cc2ccc(Cl)cc2)C(=O)N1c1ccccc1 (centres undefined),-0.74,-0.037,15,92,-6,.,0.7,.,-2.0
CCOC(=O)CNC(=O)c1sc2nc(C)cc(C)c2c1N,-0.26,0.89,-1,100,-8,-2,0.6,1,0.4
Cc1ccc(Cl)cc1N1CCN(C(=O)C2CCN(S(=O)(=O)c3c(C)nn(C)c3C)CC2)CC1,8*,-2.6*,27,65,4,7,-0.2,1,0.0
COCCNC(=O)Cn1nc(C(F)(F)F)cc1C,-0.36,-0.28,-6,97,-3,0,-0.7,-11,-0.5
COc1ccc(N2CCn3c2nc2c3c(=O)n(CCCc3ccccc3)c(=O)n2C)c(OC)c1,1.1,-0.78,103,75,-4,50*,0.4,22,-1.5
O=C(c1ccc(=O)oc1)N1CCCc2ccccc21,0.083,-0.018,-3,99,6,-7,-0.8,16,-0.5
CCOC(=O)N1CCN(S(=O)(=O)c2ccc3c(c2)oc(=O)n3C)CC1,-1.3,-0.43,-22,124,-4,1,1.0,15,-1.5
COc1cccc(NC(=O)c2cccnc2)c1,0.045,-0.36,-24,103,-7,-4,-0.1,5,0.9
COCc1[nH]nc2c1C(c1c(F)cccc1Cl)C(C#N)=C(N)O2 (centres undefined),2.2,0.7,1,85,3,-6,-1.9,14,-1.2
COc1ccc(-n2c(SCC(N)=O)nnc2-c2ccccc2F)cc1,.,.,-4,91,-5,-5,1.1,7,0.1
CCOc1ccc(C2C(C(=O)c3ccco3)=C(O)C(=O)N2CCCn2ccnc2)cc1 (centres undefined),2,0.26,-10,55,-1,-3,0.6,10,-0.3
O=C(NCC1CCCO1)C(C(=O)c1ccccc1)n1cc(Cl)ccc1=O (centres undefined),0.84,0.1,-1,110,-16,-4,1.4,4,-0.2
CCOc1ccc(Br)cc1CC(=O)O,0.085,2.1,5,119,13,.,-1.3,.,-3.6
Cc1cc(N(C)C)nc(SC(C)C)n1,-0.27,0.23,-15,108,-5,1,-0.3,21,-0.5
CC(=O)CCC(=O)NCCc1ccccc1F,0.6,-0.2,-28,102,-3,1,-0.3,22,-0.7
O=C1CCC(=O)N1CCCCCc1nc(-c2ccccc2)no1,-0.0037,-0.67,3,90,-5,0,0.7,-9,-0.5

Entries of single compounds as entered above. Order of values: M1 ag | M1 antagonist | S1P1 ag-PAM | HER2 expr 66K | 5HT1E antag | Jurkat viability | 5HT1E ag | HEK293 NFkB inh | S1P3 ag
`CCOc1ccccc1NC(=O)c1cc(CC(C)C)oc1C` is listed with -0.29 | -2.4* | . | 103 | 1 | 3 | -1.4 | 10 | -0.3
`COc1ccc(N2CCn3c2nc2c3c(=O)n(CCCc3ccccc3)c(=O)n2C)c(OC)c1` is listed with 1.1 | -0.78 | 103 | 75 | -4 | 50* | 0.4 | 22 | -1.5

Continued.
SMILES,M1 ag,M1 antagonist,S1P1 ag-PAM,HER2 expr 66K,5HT1E antag,Jurkat viability,5HT1E ag,HEK293 NFkB inh,S1P3 ag
CCOc1ccccc1C(=O)Nc1cc(Cl)ccc1O,0.0032,-0.42,-2,39,16,-1,-1.3,-11,-0.2
CCC(=O)N1c2ccccc2-c2nnc(SC)nc2OC1c1ccc(OC)c(OC)c1 (centres undefined),-0.05,-1,-8,121,2,-13,0.3,-12,1.5
CCn1cnc2c1c(=O)n(Cc1nnc3n1-c1ccccc1SC3)c(=O)n2Cc1ccccc1,0.0098,0.067,28,103,-1,2,0.3,19,-1.6
Nc1c(NCCN2CCOCC2)c2ccccc2oc1=O,-0.67,-0.27,-27,80,-11,0,2.1,3,0.2
O=C(Cc1ccccc1)N1CCC(C(=O)N2CCN(c3ccc(F)cc3)CC2)CC1,0.0085,0.84,.,91,-5,.,-0.2,4,.
COc1ccc(NC(=O)CSc2nnc(-c3ccccc3C)n2N)cc1OC,-0.025,0.45,-19,80,-6,-3,1.0,3,-0.7
COC(=O)c1ccc(OC(=O)c2nn(C)cc2Cl)c(OC)c1,.,.,.,93,6,3,1.1,6,-1.0
O=C(NCc1ccco1)C1CCCN(S(=O)(=O)c2cccc3cccnc23)C1 (centres undefined),1.7,0.99,-21,97,2,-2,-0.7,6,1.6
Cc1ccccc1NC(=O)CSc1nc(N)c(C#N)c(-c2cccs2)c1C#N,-0.64,0.39,-3,88,19,0,0.3,16,-0.3
COc1cccc2cc(-c3nnc(SCC(=O)Nc4nc(C)cs4)n3C)oc12,3.9*,0.39,-6,79,13,7,-0.1,14,-1.4
